POLK inh = inhibitors of human DNA polymerase kappa | purified Pol kappa, fluorescent DNA synthesis assay, 10 min | Q9UBT6 | 400,000 compounds, 0.53% hits | Potency, µM (doses to about 107 µM), inactives show at the highest dose activity, negative = inhibition, actives largely listed as inhibitors; also: potency is read from the fitted curve at half-maximal effect; % is scaled to controls: 0 for no effect and ±100 for the full control effect
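10 nM Pol kappa preincubated 15 min at room temperature with compounds, then reaction started with substrate at 50 nM final. Fluorescence read kinetically at 0 and 10 min; buffer-only wells served as negative control.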
POLB inh = DNA polymerase beta (human) inhibition. P06746. Pol beta primer extension/strand displacement, fluorescence kinetic. Potency, µM (titrated, usually from 114 µM), for the others: at the top dose activity change, negative = inhibition, actives largely listed as inhibitors. 340,000 compounds, 1.3% hits. AID 485314; also: potency is read from the fitted curve at half-maximal effect; % is scaled to controls: 0 for no effect and ±100 for the full control effect
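Curves were derived by four-parameter Hill fits of normalized qHTS data. The kinetic fluorescent primer-extension read was taken at 0 and 10 min after 50 nM substrate, following a 15 min room-temperature preincubation of 10 nM enzyme with compounds.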
RXFP1 antag = antagonists of human relaxin receptor RXFP1; Q9HBX9; 350,000 compounds, 0.59% hits; activity change, negative = inhibition, % at 57.5 µM; HEK293-RXFP1, relaxin-stimulated cAMP HTRF, 30 min; active compounds read low;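 active = activity change of -60% or lower, but not beyond a set lower limit; inconclusive = change between -60% and -40%, or beyond the set limit; inactive = change above -40%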; also: % is scaled to controls: 0 for no effect and ±100 for the full control effect
PGK inhibitor = inhibitors of T. brucei phosphoglycerate kinase | PGK/GAPDH coupled, Kinase-Glo luminescence, 60 min | P07378 | Potency, µM (doses to about 57.5 µM), for the others: top-dose activity change, negative = inhibition, most hits filed as inhibitors | 380,000 compounds, 0.043% hits; also: potency is read from the fitted curve at half-maximal effect; % is scaled to controls: 0 for no effect and ±100 for the full control effect; nearly all actives have a fitted effect of over 60% in size
Target sequence (P07378 whole entry, looked up): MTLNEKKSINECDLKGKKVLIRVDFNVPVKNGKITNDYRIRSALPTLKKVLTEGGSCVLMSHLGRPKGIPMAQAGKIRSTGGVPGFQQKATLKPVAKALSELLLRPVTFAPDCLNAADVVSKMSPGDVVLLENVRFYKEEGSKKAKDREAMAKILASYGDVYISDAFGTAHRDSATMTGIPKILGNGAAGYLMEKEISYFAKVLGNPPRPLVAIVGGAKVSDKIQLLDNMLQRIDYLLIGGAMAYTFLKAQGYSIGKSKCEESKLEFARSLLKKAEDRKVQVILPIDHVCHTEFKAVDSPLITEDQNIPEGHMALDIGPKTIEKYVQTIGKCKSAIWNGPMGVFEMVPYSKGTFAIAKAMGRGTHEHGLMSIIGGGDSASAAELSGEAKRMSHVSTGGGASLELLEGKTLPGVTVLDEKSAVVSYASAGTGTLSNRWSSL
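Recombinant glycosomal PGK reaction used 1,3-bisphosphoglycerate generated in-well by GAPDH (100nM final) in 100mM TEA pH 7.6, 5mM MgCl2, 0.01% Tween-20. After 60 minutes at room temperature, ATP was read by Kinase-Glo Plus luminescence end-point.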
Pol iota inh = blocks human DNA polymerase iota activity; Q9UNA4; Pol iota fluorescent replication assay, 10 min; Potency, µM (top dose mostly 115 µM), inactives show at the highest dose activity, negative = inhibition, actives largely listed as inhibitors; 390,000 compounds, 1% hits; AID 588590; also: potency is read from the fitted curve at half-maximal effect
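Fluorescent replication assay read twice, at 0 min and 10 min after adding 50 nM (final) substrate. Enzyme (10 nM) and compounds were first incubated 15 min at room temperature; enzyme-free buffer wells were negative controls.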
APEX1 inh = inhibitors of human APE1 endonuclease | AID 2517 | 350,000 compounds, 0.35% hits | recombinant APE1, TAMRA/BHQ-2 abasic DNA cleavage fluorescence | Potency, µM (doses to about 65.8 µM), inactives show top-dose activity change, negative = inhibition, usual class: inhibitors;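 also: potency is read from the fitted curve at half-maximal effect; plate controls were vehicle for no effect and reference inhibitor for full effect; nearly all actives have a fitted effect of over 55% in size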
Target sequence (P27695 whole entry, looked up): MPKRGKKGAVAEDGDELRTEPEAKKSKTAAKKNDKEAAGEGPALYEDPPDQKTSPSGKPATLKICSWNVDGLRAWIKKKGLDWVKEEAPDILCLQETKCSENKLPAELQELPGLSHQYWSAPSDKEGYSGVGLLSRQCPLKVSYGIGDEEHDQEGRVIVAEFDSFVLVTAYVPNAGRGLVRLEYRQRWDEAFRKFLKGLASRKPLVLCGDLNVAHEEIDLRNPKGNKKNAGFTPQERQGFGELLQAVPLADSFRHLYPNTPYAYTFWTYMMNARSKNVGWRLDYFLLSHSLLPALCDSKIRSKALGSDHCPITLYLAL
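Step 1: APE1 (0.75 nM) with compound, 15 min RT. Step 2: add 50 nM fluorophore/quencher THF duplex. Step 3: three fluorescence reads 60 s apart (525/598 nm); read 3 minus read 1 = reaction progress.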
Pol eta inh = DNA polymerase eta (human) inhibition; Q9Y253; recombinant Pol eta, fluorescent DNA replication assay; Potency, µM (titrated, usually from 114 µM), for the others: at the top dose activity change, negative = inhibition, actives largely listed as inhibitors; 390,000 compounds, 1.2% hits; AID 588591; also: potency is read from the fitted curve at half-maximal effect; % is scaled to controls: 0 for no effect and ±100 for the full control effect
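Pol eta (10 nM) was preincubated with compounds for 15 min at room temperature, after which fluorescent replication substrate (50 nM final) was added to start the reaction. Fluorescence was read kinetically at 0 and 10 min.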
BLM inh = Bloom syndrome helicase (human) inhibition | 350,000 compounds, 0.2% hits | P54132 | recombinant BLM DNA unwinding, fluorescence dequenching | Potency, µM (titrated, usually from 56.1 µM), for inactives: top-dose activity change, negative = inhibition, most hits filed as inhibitors | AID 2528;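 also: potency is read from the fitted curve at half-maximal effect; plate controls were vehicle for no effect and no enzyme for full effect; nearly all actives have a fitted effect of over 35% in size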
Apoferritin bind = binds horse apoferritin like a general anesthetic; P02791; Potency, µM (highest dose often 77.5 µM), for the others: at the top dose activity change, negative = displacement, hits mostly inhibitors; 350,000 compounds, 0.074% hits; apoferritin/1-aminoanthracene competitive binding, fluorescence; AID 485281; also: potency is read from the fitted curve at half-maximal effect; % is scaled to controls: 0 for no effect and ±100 for the full control effect; nearly all actives have a fitted effect of over 20% in size
Target sequence (P02791 2-175 limits assumed): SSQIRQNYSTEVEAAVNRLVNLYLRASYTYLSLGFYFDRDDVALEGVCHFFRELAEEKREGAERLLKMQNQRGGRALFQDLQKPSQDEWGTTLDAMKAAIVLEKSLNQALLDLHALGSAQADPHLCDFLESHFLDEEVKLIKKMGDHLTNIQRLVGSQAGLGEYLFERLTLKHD
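Horse-spleen apoferritin (10 uM) in 50% saturated 1-aminoanthracene in PBS was incubated 10 min at room temperature with compound. Fluorescence (ex 380, em 535 nm) was normalized to free and bound 1-AMA, with concentration-response fitted by a four-parameter Hill equation.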
* = called active by the depositor; i = inactive; ? = inconclusive; · = no result given; & = joins results of further samples; [ ] = remark or other dose. Unless noted, calls follow the shape of the dose curve; as a rule, active = well fitted curve in the direction sought with a large enough effect; inconclusive = small, poorly fitted or top-dose-only effect, or another doubt; inactive = no such curve, though single readings can be large; an effect the other way counts as inactive or inconclusive. Some of the compounds tested (hit frequency here may not be typical).

SMILES | POLK inh | POLB inh | RXFP1 antag | PGK inhibitor | Pol iota inh | APEX1 inh | Pol eta inh | BLM inh | Apoferritin bind
CC(C)CS(=O)(=O)C1=NSC2=NC(=O)/C(=C\c3ccc(OC(=O)c4ccco4)cc3)C(=N)N21 | -7% | -3% | 2 | -12% | -6% | -8% | 56µM* | -19% | -12%
O=C(Nc1nnc(COc2ccccc2)s1)C1CCN(S(=O)(=O)c2ccc(Cl)cc2)CC1 | -16% | 9% | -5 | -1% | 9% | -2% | 4% | -2% | -8%
COc1ccc2c(C)cc(SCC(=O)NCC3CCCO3)nc2c1 (stereo not given) | -13% | · | 18 | 5% | 4% | 35% | -5% | · | ·
Cc1ccc(N(C(=O)c2ccco2)C(C(=O)NC2CCCC2)c2cccnc2)cc1 (stereo not given) | 6% | -18% | -10 | -7% | 68%[activator] | 23% | -24% | -2% | -1%
Cc1c(/C=N/NC(=O)CNc2ccccc2)c2ccccn2c1C(=O)c1ccc(Cl)cc1 | -4% | -1%[57.1 µM] | · | 1% | 3% | 0% | -13% | -7% | -6%
Cn1cccc1C(=O)OCC(=O)NCCc1ccc(S(N)(=O)=O)cc1 | -6% | · | -6 | i | -12% | 23% | -7% | · | ·
CS(=O)(=O)c1ncc(Cl)c(C(=O)Nc2c(C(=O)c3ccc(Cl)cc3)oc3ccccc23)n1 | 11% | 2% | · | -8% | ? | · | -15% | -2% | -8%
S=C(Nc1ccc(Cl)c(Cl)c1)NC1CCCCC1 | -19% | 0% | -5 | -3% | 2% | -4% | -6% | -13% | -12%
COc1ccccc1CN1CC(C(=O)N2CCC(OC)CC2)CCC1=O (stereo not given) | -7% | 15% | 1 | i | ? | 24% | -16% | 1% | 0%
O=C(NCCO)C(c1ccccc1)c1ccccc1 | -11% | 8% | -1 | -4% | 45%[activator] | -3% | -21% | 0% | -13%
Cc1ccc(C(=O)OCC(=O)Nc2ccc(S(N)(=O)=O)cc2)c(O)c1 | -5% | 2% | -4 | -9% | -2% | -3% | -8% | -3% | -6%
O=c1c(S(=O)(=O)c2ccccc2)cn(Cc2cccc(F)c2)c2cc(N3CCOCC3)c(F)cc12 | -11% | 29% | ? | 1% | -4% | · | -16% | -6% | -4%
CC(C)(C)C(=O)Nc1ccc(Cl)c(-c2nc3ccccc3[nH]2)c1 | -15% | 3% | -13 | · | 41%[activator] | · | · | -3% | -15%
CC1C(=O)N2CCCc3cc(S(=O)(=O)NCCc4ccccc4)cc1c32 (stereo not given) | 1% | -2% | -12 | -1% | -9% | 46% | -19% | 0% | -20%
Nc1c(N(CCC2=CCCCC2)C(=O)C2CC2)c(=O)[nH]c(=O)n1Cc1ccccc1 | -7% | -7% | -11 | -7% | 14% | 7% | -8% | 2% | -7%
CC(C)CN(C(=O)COC(=O)C12CC3CC(CC(O)(C3)C1)C2)C1CCS(=O)(=O)C1 (stereo not given) | -7% | 3% | 0 | 4% | 8% | 0% | 4% | -1% | -11%
CCOC(=O)c1cnc[nH]c1=O | -17% | · | -4 | 7% | 3% | · | -1% | · | ·
CCCCN(C)c1ncnc2c1cnn2-c1cccc(Cl)c1 | -6%[60.1 µM] | -13% | -13 | 8% | 10% | · | -15% | -3% | 66%[activator]
CCOC(=O)C1CCN(c2cc3c(cc2NC(=O)c2ccccc2)n(C)c(=O)n3C)CC1 | 11% | 5% | 1 | i | 34%[activator] | 72%[activator] | -10% | -5% | -5%
CC(C)C[C@H](NC(=O)c1nc[nH]c1C(=O)N1CCN(C(=O)OC(C)(C)C)CC1)C(=O)OCc1ccccc1 | -9% | -4% | · | -7% | 10% | -2% | ? | -8% | -12%

(more compounds)
SMILES | POLK inh | POLB inh | RXFP1 antag | PGK inhibitor | Pol iota inh | APEX1 inh | Pol eta inh | BLM inh | Apoferritin bind
Cc1cc(-c2ccc(NS(=O)(=O)c3ccccc3)c(C)c2)ccc1NS(=O)(=O)c1ccccc1 | -6% | · | 25 | -3% | 8% | · | 4% | · | ·
Cc1c(Cl)ccc2c(C(=O)NC(C)c3ccncc3)cc(-c3ccncc3)nc12 (stereo not given) | · | -3% | · | · | · | 4% | · | -3% | -21%
Cc1cc(NC(=O)CCCC(=O)NCc2cccs2)no1 | -2% | 43% | -8 | i | 32%[activator] | -2% | 2% | -2% | -15%
O=C(NCC(=O)N(c1cccnc1)C(C(=O)NC1CCCCC1)c1ccccc1F)c1ccco1 (stereo not given) | 1% | 20% | -12 | -6% | -8% | 25% | -10% | -3% | -6%
COc1ccc(N(C)C2=NS(=O)(=O)c3ccccc32)cc1 | 1% | -2% | -4 | i | -12% | ? | -10% | -2% | -24%
CC(C)C[C@@H](CNCC(=O)[C@H](Cc1c[nH]c2ccccc12)NC(=O)c1[nH]cnc1C(=O)N[C@@H](C)CN)NC(=O)c1nc[nH]c1C(=O)N[C@@H](CC(=O)O)C(=O)O | -14% | · | · | 6% | ? | · | -15% | · | ·
Cc1ccc(C(=O)C[n+]2cc(-c3ccccc3)n3c2CCCCC3)cc1 | -12%&-3% | 4%&2% | 8&-3 | 3%&-9% | 18%&26% | 5%&-2% | -14%&-15% | -6%&5% | 3%&-7%
CN(C)c1ccc(C(CNC(=O)Cc2cccc3ccccc23)N(C)C)cc1 (stereo not given) | -3% | 1% | -28 | -7% | -15% | -3% | -11% | -10% | 4%
CN(c1ccccc1)S(=O)(=O)c1ccc(C(=O)Nc2nnc(C3=COCCO3)o2)cc1 | -5%[60.1 µM] | 23% | -15 | -8% | ? | 3% | -6% | -3% | -5%
CN(C(=O)CSc1nnc(N)s1)C1CCCCC1 | 6% | -27% | 5 | 0% | 8% | 59%[activator] | 4% | -2% | ?
CCNc1nc(OCC)nc(N2CCC(Cc3ccccc3)CC2)n1 | -14% | -16% | -2 | i | -4% | -1% | -13% | -7% | -1%
Cc1ccc(-c2nc3c(c(=O)c4ccccc4n3C)c(=O)n2Cc2ccco2)cc1 | -16% | ? | -15 | -7% | 10% | 12% | -11% | 4% | 1%
Oc1ccccc1/C=N/n1c2ccccc2c2ccccc21 | -5% | ? | -7 | · | 11% | -9% | -10% | -4% | -24%
COc1ccc2[nH]c(C(=O)NCCN3CCOCC3)cc2c1 | -14% | 15% | 7 | 2% | 32%[activator] | 2% | -2% | -3% | -8%
COC(=O)C1CCN(C(=O)CSc2nc3nc(C)cc(C)n3n2)CC1 | -3% | · | -15 | -3% | 22% | 18% | -15% | · | ·
CS(=O)(=O)NCCSCc1ccccc1 | -10% | 1% | -7 | -2% | 6% | 15% | -1% | -1% | ?
CCOC(=O)c1c(NC(=S)N2CCOCC2)sc2c1CCN(C(=O)OCC)C2 | -10% | 16% | 5 | 0% | 56%[activator] | -11% | -16% | -9% | 5%
Cc1c(-n2cc(C(=O)c3cc(F)ccc3O)cc(C#N)c2=O)c(=O)n(-c2ccccc2)n1C | -2% | 3% | -13 | 1% | 74%[activator] | 20% | 6% | -2% | -8%
CC1(C)N=C(N)N=C(N)N1CCCCc1ccccc1 | -5% | · | -6 | i | 20% | · | -18% | · | ·
CCOC(=O)CNC(=O)c1ccc(C#CC2(O)CCCCC2)cc1 | -6% | 87% | 11 | -8% | 35%[activator] | 1% | 2% | -2% | -10%

(continued)
SMILES | POLK inh | POLB inh | RXFP1 antag | PGK inhibitor | Pol iota inh | APEX1 inh | Pol eta inh | BLM inh | Apoferritin bind
CC(=O)Nc1ccc(N2C(=O)CC(c3ccccc3)CC2=O)cc1 | -9% | 17% | -3 | -5% | 14% | ? | -13% | 2% | -8%
Cc1ccc(NC(=O)Cn2ccn(-c3ccccc3)c(=O)c2=O)cc1 | -5% | 1% | 4 | 1% | -3% | · | 13% | -2% | 3%
Brc1ccc2ncnc(NCc3cccnc3)c2c1 | 1% | 36% | 24 | -1% | 187%[activator] | 0% | -17% | 3% | -1%
COc1ccc(-n2nc(C(=O)N3CCN(c4cccc(C)c4)C(C)C3)c3c4ccccc4n(C)c3c2=O)cc1Cl (stereo not given) | -6% | 0% | -3 | -14% | -14% | · | -4% | -5% | -7%
CCOc1ccc(OCC(O)CN2CCc3ccccc3C2)cc1 (stereo not given) | -1% | -3% | 1 | -2% | 18% | -5% | -8% | -1% | -23%
CC(=O)c1sc(NC(=O)CN2C(=O)C3CCCCC3C2=O)nc1-c1ccccc1 (stereo not given) | -10% | · | 6 | 7% | ? | -1% | -3% | · | ·
O=C(CSc1ncnc2nc[nH]c12)c1ccc([N+](=O)[O-])cc1 | -13% | -16% | 8 | 3% | 139%[activator] | -3% | 6% | -6% | -6%
